# Assay outcomes from PubChem BioAssay.
# PKA inh – PKA (human) kinase inhibition. P17612. PKA Kemptide phosphorylation, Kinase-Glo ATP luminescence. inhibition, % at 6 µM. 0.1% of 65,000 active. AID 524;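 active means inhibition above the screen-wide mean inhibition plus 3 SD, cut at about 21% in these data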; further: many of its hits are not listed in these tables
# CatB mix inh – human cathepsin B inhibition by mixtures; P07858; Purified cathepsin B, AMC dipeptide fluorescence, compound mixtures; inhibition, %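 (ten-compound pools at 5 µM per compound and 50 µM total)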; 0.06% of 62,000 active; AID 488; in the data active means inhibition above about 22%, passing the limit was not always enough;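 further: 0% = enzyme without compound and 100% = no enzyme blank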
# C1s block – human complement C1s inhibition. P09871. mean inhibition % of two 10-compound mixtures (hits give high values), % at 5 µM (by protocol). 0.16% of 62,000 active. AID 538. purified C1s, fluorogenic AMC substrate, pooled mixtures;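 active means inhibition above 20% in each of the two 10-compound mixture wells holding the compound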;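 further: 0% = enzyme wells lacking compound mixture and 100% = no-enzyme blank wells; some compounds called inactive have numbers as strong as hits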
# Target sequence (P09871 16-437 limits assumed): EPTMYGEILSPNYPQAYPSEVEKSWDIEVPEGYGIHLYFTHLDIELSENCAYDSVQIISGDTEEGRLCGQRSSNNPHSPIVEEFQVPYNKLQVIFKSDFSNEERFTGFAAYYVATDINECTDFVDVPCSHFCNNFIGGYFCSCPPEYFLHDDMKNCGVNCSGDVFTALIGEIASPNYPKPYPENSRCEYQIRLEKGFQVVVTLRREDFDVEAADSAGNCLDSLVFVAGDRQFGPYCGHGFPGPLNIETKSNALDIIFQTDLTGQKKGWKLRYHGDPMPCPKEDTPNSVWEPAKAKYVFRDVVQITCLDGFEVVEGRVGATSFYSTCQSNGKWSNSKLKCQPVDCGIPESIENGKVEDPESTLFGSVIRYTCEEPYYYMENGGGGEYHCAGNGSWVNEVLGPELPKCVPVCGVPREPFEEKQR
# Target sequence (P09871 438-688 limits assumed): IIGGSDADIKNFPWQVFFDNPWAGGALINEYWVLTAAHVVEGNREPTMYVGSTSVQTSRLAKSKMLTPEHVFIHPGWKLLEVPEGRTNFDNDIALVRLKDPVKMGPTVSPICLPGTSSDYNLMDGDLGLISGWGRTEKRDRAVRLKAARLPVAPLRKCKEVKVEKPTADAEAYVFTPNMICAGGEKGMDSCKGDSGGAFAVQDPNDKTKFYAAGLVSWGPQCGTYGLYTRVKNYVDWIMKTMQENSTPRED
# CatB block – blocks human cathepsin B protease activity. P07858. 0.1% of 63,000 active. AID 453. purified cathepsin B, fluorogenic substrate, fluorescence. inhibition, %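 (tested at 10 µM)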; in the data active means inhibition above about 21%;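 further: 0% = enzyme with no compound and 100% = no enzyme blank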
# CatG inh – blocks human cathepsin G enzyme activity | inhibition, % at 5 µM (by protocol) | 0.2% of 62,000 active | P08311 | purified enzyme, AMC-tetrapeptide fluorescence, pooled mixtures;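 active means inhibition above 20% in each of the two mixture wells holding the compound; inactive means inhibition of 20% or less in either well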;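 further: 0% = enzyme control without mixture and 100% = blank lacking enzyme; strong numbers were not always called active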
# Target sequence (P08311 21-244 limits assumed): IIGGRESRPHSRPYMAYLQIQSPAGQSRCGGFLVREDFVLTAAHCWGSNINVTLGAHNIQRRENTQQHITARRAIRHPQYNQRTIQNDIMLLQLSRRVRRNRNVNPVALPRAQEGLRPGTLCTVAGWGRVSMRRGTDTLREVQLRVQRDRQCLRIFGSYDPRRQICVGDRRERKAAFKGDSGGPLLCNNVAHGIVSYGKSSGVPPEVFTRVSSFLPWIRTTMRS
# CatL block – inhibitors of human cathepsin L; inhibition, %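 (tested at 10 µM)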; 0.17% of 58,000 active; P07711; purified cathepsin L, fluorogenic substrate, fluorescence; in the data active means inhibition above about 45%;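 further: 0% = enzyme with no compound and 100% = no enzyme blank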
# CatS block – blocks human cathepsin S protease activity; inhibition, %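 (tested at 5 µM per compound within 10-compound mixtures)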; P25774; AID 501; 0.06% of 62,000 active; recombinant cathepsin S, AMC dipeptide fluorescence, pooled mixtures; in the data active means inhibition above about 32%, passing the limit was not always enough;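 further: 0% = enzyme without compound and 100% = blank without enzyme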
# Her2 expr inh – lowers expression of human Her2 kinase. SKBR-3 HER2 protein level, AlphaScreen, 18-24 h; hits give low values. HER2 level % of control, % at 10 µM. 0.69% of 65,000 active;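 active means HER2 level under 5% of the carrier-only control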;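 further: 100% = DMSO carrier and 0% = 500 nM PU-H71 HSP90 inhibitor; lower value means stronger loss of Her2 protein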
# ROCK2 blocker – inhibitors of human Rho kinase 2 | O75116 | inhibition, % at 6 µM | AID 604 | purified ROCK2, Kinase-Glo ATP depletion luminescence | 0.35% of 60,000 active;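 active means inhibition above the screen-wide mean inhibition plus 3 SD, cut at about 18% in these data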;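 further: plate controls were DMSO wells for no effect and Y-27632 control wells after no-enzyme background subtraction for full effect; many of its hits are not listed in these tables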
# * hit, by the source's call; . = no result given. Not all compounds are listed, so the mix of outcomes need not match the whole.
# A first look, 4 compounds:
SMILES,PKA inh,CatB mix inh,C1s block,CatB block,CatG inh,CatL block,CatS block,Her2 expr inh,ROCK2 blocker
CCc1cc(=O)oc2cc3oc(C)c(C)c3cc12,8,2,-29,2,-2,-2,22,54,1
OC1(C(F)(F)F)CC(O)(C(F)(F)F)n2nc(-c3ccccc3)cc2N1 (stereo not given),0,5,-26,-8,-3,-9,-9,65,-2
O=C(CSc1nc2ccccc2nc1SCC(=O)N1CCOCC1)N1CCOCC1,2,7,18,1,10,7,0,109,3
O=c1[nH]c2cc3c(cc2cc1CN(CC1CCCO1)S(=O)(=O)c1ccccc1)OCCO3 (stereo not given),8,7,-35,2,-9,-50,17,108,2

# The listing (from the top)
SMILES,PKA inh,CatB mix inh,C1s block,CatB block,CatG inh,CatL block,CatS block,Her2 expr inh,ROCK2 blocker
CCc1cc(=O)oc2cc3oc(C)c(C)c3cc12,8,2,-29,2,-2,-2,22,54,1
OC1(C(F)(F)F)CC(O)(C(F)(F)F)n2nc(-c3ccccc3)cc2N1 (stereo not given),0,5,-26,-8,-3,-9,-9,65,-2
O=C(CSc1nc2ccccc2nc1SCC(=O)N1CCOCC1)N1CCOCC1,2,7,18,1,10,7,0,109,3
O=c1[nH]c2cc3c(cc2cc1CN(CC1CCCO1)S(=O)(=O)c1ccccc1)OCCO3 (stereo not given),8,7,-35,2,-9,-50,17,108,2
CCOC(=O)CNC(=O)CSc1nc2ncc(Br)cc2[nH]1,-7,3,4,-5,1,-5,9,53,1
Cc1ccc(C)c(NC2=CC(=O)CC(C)(C)C2)c1C#N,5,3,13,3,11,-1,0,150,-2
COc1ccccc1C(c1nnnn1C(C)(C)C)N1CCCCCC1 (stereo not given),9,-1,11,2,8,4,2,75,4
Cc1c(C(=O)NCc2cccnc2)sc2nc(-c3ccccc3)cn12,7,4,0,-4,-3,-3,0,75,5
COc1cc2nc(C3CC3)n(NC(=O)c3ccc(F)cc3)c(=O)c2cc1OC,11,5,6,4,9,-5,-1,83,5
C=CCNc1ncnc2ccc(Br)cc12,3,4,7,2,9,4,13,71,-3
O=C(O)c1cc(C(=O)O)c(-c2ccccc2)c(C(=O)O)c1,.,3,-26,4,-14,-1,8,227,.
CN(C)C(=O)Cn1c(=O)n(C)c2ccccc21,-8,3,4,0,-1,2,-3,98,-8
CC1CCCN(C(=O)CSc2nnc(-c3ccc(S(=O)(=O)N4CCOCC4)cc3)n2C)C1 (stereo not given),6,0,-24,1,-17,3,-1,113,-3
O=C(O)CCCC(=O)Nc1ccc(Br)cc1C(=O)O,6,-5,5,0,2,12,0,95,2
COc1ccccc1CNC(=O)C1CC(=O)N(c2ccc(C)c(C)c2)C1 (stereo not given),11,0,16,0,9,7,1,123,5
Cc1ccc(C(=O)CSc2nc3cc(S(=O)(=O)N4CCOCC4)ccc3o2)cc1,1,-3,-46,1,-12,.,-8,97,.
CCOc1ccc(CCNC(=O)Cn2c(-c3nonc3N)nc3ccccc32)cc1OCC,1,51*,-16,65*,-6,52*,3,95,-2
COCCn1c(SCCCc2ccccc2)nc2c1c(=O)[nH]c(=O)n2C,2,5,-1,-1,0,8,6,94,3
O=C(c1cccs1)N1CCN(Cc2ccncc2)CC1,1,-3,-16,1,5,1,-4,157,-3
COc1ccccc1NC(=O)CC1Nc2ccccc2NC1=O (stereo not given),0,6,-11,10,-1,6,12,83,-2
CCCOC(=O)CSC1=C(C#N)C(c2ccccc2OCC)C(C#N)C(=O)N1 (stereo not given),5,.,.,3,.,0,.,68,9
Cc1c(C(=O)NCCCN2CCCC2=O)oc2ccccc12,4,4,7,4,6,-6,3,61,2
COc1cc(C2Nc3ccc4ncccc4c3C3=C2C(=O)CCC3)cc(OC)c1O (stereo not given),7,6,-2,8,-2,.,10,51,-3
Cc1c2c(nc3c(C(=O)NC4CCCC4)cnn13)CCCC2,9,1,-8,5,7,.,-19,112,.
CCN(CC)c1ccc(CNC23CN4CN(CN(C4)C2)C3)cc1,4,0,2,5,-3,.,-4,70,.
CC(=O)[C@@]1(O)CC[C@H]2[C@@H]3CCC4=CC(=O)CC[C@]4(C)[C@H]3[C@@H](O)C[C@@]21C,3,6,10,1,13,1,2,66,9
O=C(c1ccc(F)cc1)N1CCN(C2CC3CCC2C3)CC1 (stereo not given),6,-4,4,-1,12,14,-7,146,0
CCOC(=O)CSC1=C(C#N)C(c2ccc3c(c2)OCO3)CC(=O)N1 (stereo not given),0,1,-8,0,2,19,13,63,-17
CCN1CCc2nc(NC(=O)c3ccc4c(c3)OCCO4)sc2C1,-7,5,5,0,12,-1,4,97,-5
COc1ccc(-n2c(SCC(=O)N3CCN(c4ccccc4)CC3)nc3c(c2=O)SCC3)cc1,4,4,0,0,6,-7,-5,105,-2

# Reprinted from the entries so far for reference:
SMILES,PKA inh,CatB mix inh,C1s block,CatB block,CatG inh,CatL block,CatS block,Her2 expr inh,ROCK2 blocker
CCN(CC)c1ccc(CNC23CN4CN(CN(C4)C2)C3)cc1,4,0,2,5,-3,.,-4,70,.
CC(=O)[C@@]1(O)CC[C@H]2[C@@H]3CCC4=CC(=O)CC[C@]4(C)[C@H]3[C@@H](O)C[C@@]21C,3,6,10,1,13,1,2,66,9
O=C(c1ccc(F)cc1)N1CCN(C2CC3CCC2C3)CC1 (stereo not given),6,-4,4,-1,12,14,-7,146,0
CCOC(=O)CSC1=C(C#N)C(c2ccc3c(c2)OCO3)CC(=O)N1 (stereo not given),0,1,-8,0,2,19,13,63,-17
CCN1CCc2nc(NC(=O)c3ccc4c(c3)OCCO4)sc2C1,-7,5,5,0,12,-1,4,97,-5
COc1ccc(-n2c(SCC(=O)N3CCN(c4ccccc4)CC3)nc3c(c2=O)SCC3)cc1,4,4,0,0,6,-7,-5,105,-2

# (list continues)
SMILES,PKA inh,CatB mix inh,C1s block,CatB block,CatG inh,CatL block,CatS block,Her2 expr inh,ROCK2 blocker
O=C1C2C3C=CC(C3)C2C(=O)N1CCCCN1C(=O)C2C3C=CC(C3)C2C1=O (stereo not given),4,1,-3,-1,1,4,6,95,0
CCN(CC)CCN=C1CCCc2ccccc2N1,-4,6,13,1,10,14,-2,95,3
Brc1cccc(-c2n[nH]c(-c3ccccc3)n2)c1,4,6,-5,1,7,4,-3,68,1
CCOC(=O)c1cn(CC(=O)Nc2ccccc2C(=O)OCC)nn1,-3,3,12,0,8,-7,-7,78,-3
CCOC(=O)c1ccc(NCC(O)COc2ccccc2)cc1 (stereo not given),-8,.,.,0,.,-2,.,134,-4
COc1ccc(-n2c(N)c(C(=O)NCC3CCCO3)c3nc4ccccc4nc32)c(OC)c1 (stereo not given),2,4,-33,0,4,-25,2,81,0
O=c1[nH]c2ccccc2n1Cc1ccc(F)cc1,4,1,13,5,6,2,-4,103,6
CCn1c(SCC(=O)c2ccccc2)nnc1-c1cnccn1,7,-2,-10,3,-1,.,-5,194,4
COc1ccc(C(CC(=O)Nc2nccs2)n2cccc2)cc1 (stereo not given),10,1,13,2,8,7,-4,92,7
Clc1ccccc1-c1nnc2sc(-c3cccs3)nn12,0,5,13,-2,10,-1,-13,.,-2
c1cncc(-c2nnc(-c3cccs3)o2)c1,10,4,14,5,11,14,-12,102,.
COC(=O)C1=COC(C)C2CN3CCc4c([nH]c5ccccc45)C3CC12 (stereo not given),13,1,10,7,9,4,-6,113,5
c1ccc(C(c2nnnn2C2CCCCC2)N2CCc3ccccc3C2)nc1 (stereo not given),-3,0,-13,-2,1,-30,-1,86,-2
C/C=C(\C)c1nnc(NC(=O)c2ccco2)s1,2,4,24,7,11,.,-1,84,2
CCn1ccc(C(=O)Nc2ccc(Cl)cn2)n1,5,-4,17,3,9,11,10,89,3
C=CCN1C(=O)N(/C=C/C)c2cccc3cccc1c23,6,2,-15,-3,-3,.,-3,66,9
COc1ccc(C(c2nnnn2Cc2cccs2)N2CCN(c3ccc(F)cc3)CC2)cc1OC (stereo not given),4,4,-26,-2,-1,-3,0,92,0
C=CCOC(=O)COc1ccc2c(C)c(C)c(=O)oc2c1C,6,-10,-44,6,-27,-3,-17,117,5
CN1CCN(c2ccc(Cl)cc2NC(=O)C2COc3ccccc3O2)CC1 (stereo not given),-4,-3,-96,0,-8,.,-8,89,.
CC1CCCCN1C(=O)c1ccccc1NC(=O)c1ccco1 (stereo not given),1,2,-2,-3,-3,.,-4,.,.
COc1ccccc1-c1nnc(SCC(=O)Nc2ccc(Cl)cc2Cl)o1,-3,5,8,5,8,-6,5,.,.
O=C(CCC(=O)N(c1cccc(F)c1)C(C(=O)NC1CCCC1)c1ccncc1)Nc1cccnc1 (stereo not given),7,5,2,-4,1,-7,-5,84,4
Cn1c(=O)c2c(nc(Cl)n2Cc2ccncc2)n(C)c1=O,-3,4,12,4,8,4,-1,75,-4
O=C(CSc1nnnn1C1CCCC1)c1ccc2c(c1)OCCO2,-2,-5,-3,-4,0,-17,-4,82,-2
CCCCNC(=O)CC1N=C2c3ccccc3N=C(SCC(=O)Nc3cccc(OC)c3)N2C1=O (stereo not given),16,5,3,-4,-4,.,4,100,8
CN1CCN(C(=O)c2ccccc2-c2nc(-c3ccc(Cl)cc3)no2)CC1,6,3,-14,5,-3,1,7,124,2
COCCN(C(=O)CCC(=O)Nc1cccnc1)C(C(=O)NC1CCCCC1)c1ccccc1 (stereo not given),13,3,-9,1,-2,0,-2,100,5
CC1CN(S(=O)(=O)c2ccc(NC(=O)CCN3C(=O)c4ccccc4C3=O)cc2)CC(C)O1 (stereo not given),1,4,14,2,8,0,1,108,2
CCSc1ccc2nnc(-c3cccc(F)c3)n2n1,2,5,-10,4,16,19,18,129,0
CCNc1cc2oc(=O)c(CN3CCOCC3)c(C)c2cc1C,-8,-32,-364,-53,-53,-205,-48,86,-4

# Pulled by structure from above:
SMILES,PKA inh,CatB mix inh,C1s block,CatB block,CatG inh,CatL block,CatS block,Her2 expr inh,ROCK2 blocker
COc1ccccc1-c1nnc(SCC(=O)Nc2ccc(Cl)cc2Cl)o1,-3,5,8,5,8,-6,5,.,.
C=CCOC(=O)COc1ccc2c(C)c(C)c(=O)oc2c1C,6,-10,-44,6,-27,-3,-17,117,5
CC1CCCCN1C(=O)c1ccccc1NC(=O)c1ccco1 (stereo not given),1,2,-2,-3,-3,.,-4,.,.
Cn1c(=O)c2c(nc(Cl)n2Cc2ccncc2)n(C)c1=O,-3,4,12,4,8,4,-1,75,-4

# Further structures:
SMILES,PKA inh,CatB mix inh,C1s block,CatB block,CatG inh,CatL block,CatS block,Her2 expr inh,ROCK2 blocker
CC(=O)c1ccc(NC(=O)CCNS(=O)(=O)c2cccc3nonc23)cc1,4,-7,-153,6,-10,8,-8,104,.
CC(C)C(=O)N1CCN(C2=NS(=O)(=O)c3ccccc32)CC1,8,-1,-6,4,-9,-2,2,77,6
CCOc1ccc2nc(NCCNC(=O)Nc3ccccc3)c(C#N)cc2c1,6,-2,-59,6,-5,-7,-6,51,-4
Cc1[nH]nc2c1C(C(C)C)C(C#N)=C(N)O2 (stereo not given),7,2,19,0,12,0,0,116,2
COc1cc(/C=N/n2cnnc2)ccc1OCC(=O)N1CCOCC1,.,4,12,5,13,-4,-8,194,.
